# Compound activity: PubChem BioAssay, National Center for Advancing Translational Sciences (NCATS)
# RXFP1 agonist = RXFP1 (human) receptor agonism; Potency, µM (top dose mostly 57.5 µM), without a hit: at the highest dose activation, usual class: activators; AID 2676; HEK293T-RXFP1 cAMP TR-FRET, 30 min; response scale: percent of porcine relaxin response, buffer zero; 370,000 tested, 0.3% active; also: potency is read from the fitted curve at half-maximal effect; % is scaled to controls: 0 for no effect and ±100 for the full control effect; nearly all actives have a fitted effect of over 60% in size; many of its hits are not listed in these tables
# Target sequence (Q9HBX9 whole entry, looked up): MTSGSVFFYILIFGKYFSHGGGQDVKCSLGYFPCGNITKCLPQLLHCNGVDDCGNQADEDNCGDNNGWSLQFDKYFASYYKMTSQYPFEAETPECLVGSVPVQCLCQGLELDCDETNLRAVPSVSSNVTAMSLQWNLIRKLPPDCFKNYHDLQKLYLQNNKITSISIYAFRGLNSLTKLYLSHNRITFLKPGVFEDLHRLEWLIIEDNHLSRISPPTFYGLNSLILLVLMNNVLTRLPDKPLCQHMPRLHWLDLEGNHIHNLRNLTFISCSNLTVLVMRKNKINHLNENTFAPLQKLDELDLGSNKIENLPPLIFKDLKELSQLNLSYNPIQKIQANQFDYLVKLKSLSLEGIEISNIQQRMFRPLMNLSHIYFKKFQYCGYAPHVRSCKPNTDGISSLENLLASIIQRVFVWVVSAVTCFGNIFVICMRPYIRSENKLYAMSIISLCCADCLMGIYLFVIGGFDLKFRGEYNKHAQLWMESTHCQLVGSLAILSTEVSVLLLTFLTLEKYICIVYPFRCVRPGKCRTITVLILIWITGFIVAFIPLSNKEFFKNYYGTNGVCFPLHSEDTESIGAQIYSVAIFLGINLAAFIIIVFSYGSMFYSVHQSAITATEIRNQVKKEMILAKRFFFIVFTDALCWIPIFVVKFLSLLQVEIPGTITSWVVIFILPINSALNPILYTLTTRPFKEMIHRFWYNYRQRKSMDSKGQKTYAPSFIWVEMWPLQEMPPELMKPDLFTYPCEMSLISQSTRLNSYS
#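 HEK293 cells stably expressing RXFP1, treated 30 min at 37C with compounds plus PDE4 inhibitor Ro 20174; cAMP measured by HTRF TR-FRET. Normalized to buffer and 29 nM porcine relaxin; EC50 by Hill fit.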
# mIDH1 inhibitor = human IDH1 R132H inhibition; Potency, µM (doses to about 76.6 µM), without a hit: at the top dose activity change, negative = inhibition, actives largely listed as inhibitors; 390,000 tested, 0.093% active; O75874; IDH1-R132H enzyme, NADPH consumption, diaphorase/resazurin fluorescence; also: potency is read from the fitted curve at half-maximal effect; % is scaled to controls: 0 for no effect and ±100 for the full control effect; nearly all actives have a fitted effect of over 65% in size
#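 IDH1-R132H (0.5 ug/mL dispensed) in pH 7.5 Tris buffer was preincubated 30 min with compound, then given a substrate mix of 0.016 mM NADPH and 2 mM alpha-KG for 80 min at room temperature; remaining NADPH was read by diaphorase/resazurin fluorescence.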
# TrxR1 substrate = rat thioredoxin reductase 1 substrate activity | O89049 | Potency, µM (doses to about 114 µM), for the others: at the highest dose activity change, negative = substrate turnover | 390,000 tested, 0.01% active | purified TrxR1 substrate turnover, NADPH consumption readout; also: potency is read from the fitted curve at half-maximal effect; % is scaled to controls: 0 for no effect and ±100 for the full control effect; nearly all actives have a fitted effect of over 50% in size
#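 Rat TrxR1, dispensed at 90 nM, was prereduced with 400 uM NADPH (final) for 5 min at ~22 deg C, then incubated with compound 15 min before 400 uM selenite. A first-read NADPH fluorescence drop versus no-compound background flagged substrates.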
# LDHA block = LDHA (human) enzyme inhibition. activity change, % (values are at about 110 or 230 µM). purified LDHA, NADH/diaphorase-resazurin fluorescence; hits give low values. 480,000 tested, 0.15% active. P00338; in the data active = activity change below about -30%; inconclusive = mostly about -25% to -30%;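 also: plate controls were DMSO wells for no effect and wells without enzyme for full effect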
#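 Enzyme activity of human lactate dehydrogenase 5 (2 nM; 0.06 mM NADH, 0.2 mM pyruvate, 5 min, RT) is measured via a resazurin/diaphorase fluorescence readout of residual NADH.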
# USP1-UAF1 inh = inhibitors of human USP1/UAF1 deubiquitinase; O94782; recombinant USP1/UAF1, Ub-Rhodamine cleavage fluorescence; Potency, µM (highest dose often 57.1 µM), inactives show at the top dose activity change, negative = inhibition, most hits filed as inhibitors; 390,000 tested, 0.23% active; AID 743255; also: potency is read from the fitted curve at half-maximal effect; % is scaled to controls: 0 for no effect and ±100 for the full control effect; nearly all actives have a fitted effect of over 60% in size; inactives centre near -12
#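 USP1/UAF1 complex (1 nM) preincubated 15 min at room temperature with compound, then Ub-Rho substrate (150 nM final) added. Kinetic fluorescence at 480/540 nm over 6 reads at 60 s intervals; 50 mM HEPES pH 7.8, 0.5 mM EDTA, 0.1 mg/ml BSA, 1 mM TCEP, 0.01% Tween-20.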
# PI4K2A block = PI4K2A (human) kinase inhibition. activity change, negative = inhibition, % at 76.9 µM. Q9BTU6. purified PI4K2A, ADP-Glo luminescence, 1 h; hits give low values. 420,000 tested, 0.13% active; in the data active = activity change below about -50%; inconclusive = mostly about -30% to -49%;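 also: -100% = wells without enzyme as full effect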
#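 PI4K2A activity was measured by ADP-Glo luminescence: enzyme (4 ug/mL stock) and phosphatidylinositol (1.2 mM stock) in Tris pH 7.5/MgCl2/EGTA/Triton X-100 buffer were reacted with ATP (300 microM stock) for one hour at ambient temperature.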
# Vif-A3G inh = inhibitors of Vif-APOBEC3G interaction. HeLa A3G-eYFP + Vif (tagged APOBEC3G with the HIV-1 protein that degrades it), YFP fluorescence, overnight. Potency, µM (doses to about 46.1 µM), inactives show top-dose activity, negative = active, hits mostly inhibitors. 410,000 tested, 0.076% active. AID 602310;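 also: potency is read from the fitted curve at half-maximal effect; % is scaled to controls: 0 for no effect and ±100 for the full control effect; nearly all actives have a fitted effect of over 60% in size; hits raise eYFP signal because A3G escapes Vif-driven loss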
# Target sequence (Q9HC16 whole entry, looked up): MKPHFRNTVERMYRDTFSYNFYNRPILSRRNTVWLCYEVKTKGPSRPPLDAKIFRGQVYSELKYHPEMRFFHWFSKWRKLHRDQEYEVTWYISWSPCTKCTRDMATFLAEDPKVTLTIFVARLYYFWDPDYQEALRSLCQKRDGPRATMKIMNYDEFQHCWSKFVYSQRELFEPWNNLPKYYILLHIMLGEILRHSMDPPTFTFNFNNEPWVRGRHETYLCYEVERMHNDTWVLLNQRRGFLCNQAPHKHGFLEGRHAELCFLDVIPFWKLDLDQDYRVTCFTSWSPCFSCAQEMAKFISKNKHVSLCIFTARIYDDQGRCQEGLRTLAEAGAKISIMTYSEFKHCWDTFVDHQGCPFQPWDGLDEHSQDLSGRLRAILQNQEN
#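 HeLa cells stably expressing Vif and C-terminally eYFP-tagged A3G, seeded overnight at 37 deg C, then exposed to compound by pintool overnight at 37 deg C. Rise in yellow fluorescence (Ex 488/Em 500-530, Acumen) marks blocked Vif-driven A3G degradation.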
# Vif-APOBEC3F blk = Vif-A3F binding inhibition; 390,000 tested, 0.2% active; HeLa A3F-eYFP + Vif (tagged APOBEC3F with the HIV-1 protein that degrades it), YFP fluorescence increase; Potency, µM (top dose mostly 46.1 µM), inactives show top-dose activity, negative = active; also: potency is read from the fitted curve at half-maximal effect; % of control where 0% means no effect; nearly all actives have a fitted effect of over 65% in size
#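 HeLa cells stably expressing A3F-eYFP plus Vif, plated and incubated overnight at 37 deg C, then exposed to compounds overnight at 37 deg C. Blocked degradation read as raised yellow fluorescence (Ex 488/Em 500-530).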
# Glioma ERSR ind = induces the endoplasmic reticulum stress response in human glioma cells | U87-MG GRP78 promoter luciferase reporter, 16 h | Potency, µM, without a hit: top-dose activation, usual class: activators | AID 602332 | 420,000 tested, 0.02% active; also: potency is read from the fitted curve at half-maximal effect; series mostly up to about 76 µM; % of control where 0% means no effect; nearly all actives have a fitted effect of over 35% in size
#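 Stably transfected U87-MG glioma cells carrying a GRP78-based luciferase sensor; 16 h compound incubation. Luminescence end-point read 10 min after Bright-Glo addition at room temperature.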
# An asterisk follows results filed as active; u = inconclusive; x = not tested or not shown; & = joins results of further samples; [ ] = dose if it differs, or a comment. Unless noted, calls follow the shape of the dose curve; as a rule, active = well fitted curve in the direction sought with a large enough effect; inconclusive = small, poorly fitted or top-dose-only effect, or another doubt; inactive = no such curve, though single readings can be large; an effect the other way counts as inactive or inconclusive. This is a subset, so the mix of outcomes need not match the whole.
SMILES,RXFP1 agonist,mIDH1 inhibitor,TrxR1 substrate,LDHA block,USP1-UAF1 inh,PI4K2A block,Vif-A3G inh,Vif-APOBEC3F blk,Glioma ERSR ind
COC1=C(C)C(=O)O[C@]12C(=O)C(C)=C1CCCCN3[C@H]([C@@H]4C[C@H](C)C(=O)O4)CC[C@]132,-0.2%,-13%,6%,0,u,-2,-2%,-4%,1%
Cc1ccc(N2CCNCC2C)cc1 (configuration not stated),x,5%,-4%[11.4 µM],4,-17%,-2,-5%,9%,-5%
Fc1ccc(C(OCCN2CCCC2)c2ccc(Br)cc2)cc1 (configuration not stated),-0.6%,4%,9%[57.1 µM],2,-10%,-23,0%,15%,-1%
CC(=O)OC1C2CCCC1C(N1CCCC1)CC2 (configuration not stated),0.7%&1.7%,-1%&0%,4%&6%[57.1 µM],-10&0,-21%&-11%,1&-4,1%&1%,-2%&1%,-5%&-6%
COc1cccc(/C=C2\N=C(c3cncc(Br)c3)OC2=O)c1,-6.0%,3%,5%,-1,-16%,13,1%,-1%,-5%
Cc1cccc2sc(NC(=O)c3cccn(Cc4ccccc4)c3=O)nc12,3.3%,-7%,0%[57.1 µM],-4,-22%,3,-20%,u,2%
COC(=O)C1=C(c2ccc(F)cc2OCc2ccccc2)C[C@@H]2CC[C@H]1N2C(=O)NCc1cc(C)oc1C(F)(F)F,x,-1%,-17%,2,-25%,-4,-3%,-6%,-3%
COC(=O)C1=C(c2ccc(S(C)(=O)=O)cc2)C[C@@H]2CC[C@H]1N2C(=O)NCCS(C)=O (some centres not stated),x,22%,5%[57.1 µM],-6,-21%,2,3%,0%,-1%
O=[N+]([O-])c1ccc(NC2CCCC2)c2ccncc12,0.1%,14%,-1%[57.1 µM],24&13,-23%,-9,-5%,3%,-4%
CCOC(=O)C(O)(c1ccc(N(C)C(=O)COc2ccccc2)cc1)C(F)(F)F (configuration not stated),x,7%,-1%[57.1 µM],-14,-5%,3,2%,-4%,-2%
N#Cc1ccc(NC(=O)CCNC(=O)c2ccco2)cc1Cl,2.1%,0%,4%,4,-9%,3,2%,12%,2%
O=C1NC(=O)N(c2ccccc2)C(=O)/C1=C/c1ccoc1,3.9%,-10%,-4%[57.1 µM],1,-20%,-11,-27%,u,-5%
Cc1c(N=Nc2c(O)n(-c3ccc(Br)cc3)c(=O)[nH]c2=O)c(=O)n(-c2ccccc2)n1C,-3.4%,12%,0%[57.1 µM],1,-15%,3,0%,3%,0%
CCC(C)NC(=O)CCC(=O)OC1O[C@H]2OC3(C)CC[C@H]4[C@H](C)CCC(C1C)C24OO3 (some centres not stated),2.7%,-3%,6%,0,-10%,0,6%,-20%,1%
Cc1ccc(-c2nc(N3CCOCC3)s[n+]2-c2ccccc2)cc1,0.6%,6%,16%,-1,-3%,-2,2%,-9%,3%
C=C1C(=O)O[C@@H]2C[C@@H](C)[C@@H]3C=CC(=O)[C@@]3(C)[C@@H](O)[C@H]12,-1.2%,17%,2%,-9,u,-24,u,3%,-4%&-11%
S=P(NCCNP(=S)(N1CC1)N1CC1)(N1CC1)N1CC1,x,3%,-1%,0,-10%,-3,-1%,-6%,1%
CCn1c(O)c(C=Nc2ccc(S(N)(=O)=O)cc2)c(=O)[nH]c1=S,u,2%,-9%,-6,-19%,-2,-1%,7%,-5%
CC(=NCc1cccnc1)c1c(O)n(-c2ccc(C)cc2)c(=O)[nH]c1=O,2.1%,10%,6%,1,-8%,13,-1%,4%,-3%
C/C(=N\N1CCCCCC1)c1c(O)n(-c2ccccc2C)c(=O)[nH]c1=O,-2.5%,-5%,-2%,-3,-5%,3,0%,3%,-1%
C[N+](C)(C)c1ccccc1,-0.4%,0%,3%,-15,-22%,1,-2%,-5%,0%
Cc1c(C(=O)O)cc(-c2ccccc2)n1Cc1ccccc1,-2.0%,1%,10%[57.1 µM],-4,-14%,6,0%,15%,10%
c1ccc2c(NC3=NCCS3)cccc2c1,-0.1%,5%,7%[57.1 µM],5,-10%,5,-8%,-7%,-1%
Cc1nn(Cc2ccc(Cl)cc2Cl)c(Cl)c1C(=O)O,-0.2%,-8%,-3%,-5,4%,0,1%,-1%,-1%
O=C(C1CCCCC1)N1Cc2ccccc2-n2nncc2C1,x,-13%,x,-16,0%,0,1%,-6%,-6%
CC12CCC3C(CCC4CC(=O)OCC43C)C1CCC2O (configuration not stated),x,5%,-4%[57.1 µM],2,-27%,-5,-12%,-1%,-2%
CCN(C[C@H]1N[C@@](CC)(C(=O)OC)[C@H]2C(=O)N(Cc3ccccc3)C(=O)[C@@H]12)S(=O)(=O)c1ccc(C)cc1,x,9%,3%,7,u,-1,-1%,-3%,-1%
CC(O)C1C=CC=CC(=O)OC2CC3OC4C5OC5(C)CCC4(COC(=O)C4OC4(C)C(O)CO1)C2(C)C31CO1 (configuration not stated),x,-1%,0%[11.4 µM],-2,-9%,3,-15%,1%,-6%
Cc1ccc(O)c(CN2CCC3CCC(C3)C2)c1 (configuration not stated),x,5%,10%[57.1 µM],-9,-17%,2,0%,5%,-4%
Cc1sc2ncn(CC(=O)N3CCC4(CC3)OCCO4)c(=O)c2c1C,4.5%,1%,2%,0,-15%,11,-4%,-15%,0%
CCCCC1(CN2CCCC2=O)C(=O)NC(=O)NC1=O,-1.1%,1%,1%,-7,-28%,4,2%,-1%,-4%
O=C(Nc1ccc(Cl)cc1C(=O)c1ccccc1)c1ccco1,1.9%,-1%,-10%,-8,-7%,-6,0%,-1%,-7%
Cc1nc2ccccc2c(=O)n1/N=C/c1cc(Br)cc(Br)c1O,x,3%,-13%,5,-22%,-14,1%,-4%,3%
O=c1[nH]c(=O)n(Cc2ccc(F)cc2)c(O)c1C=NCCCN1CCOCC1,1.5%,9%,-2%,3,-18%,3,0%,-1%,-2%
c1ccc2sc(NC3=NCCN3)nc2c1,3.2%,-1%,-7%,-3,-20%,-2,-3%,-5%,6%
CC(=O)N1Cc2cnnn2-c2ccccc2C1C#N (configuration not stated),x,2%[38.3 µM],5%,-4,-20%,-2,-2%,8%,-2%

# Record cards, as listed above. Order of values: RXFP1 agonist, mIDH1 inhibitor, TrxR1 substrate, LDHA block, USP1-UAF1 inh, PI4K2A block, Vif-A3G inh, Vif-APOBEC3F blk, Glioma ERSR ind
# Entry for Cc1sc2ncn(CC(=O)N3CCC4(CC3)OCCO4)c(=O)c2c1C = 4.5%, 1%, 2%, 0, -15%, 11, -4%, -15%, 0%
# Entry for CCCCC1(CN2CCCC2=O)C(=O)NC(=O)NC1=O = -1.1%, 1%, 1%, -7, -28%, 4, 2%, -1%, -4%

# Following part
SMILES,RXFP1 agonist,mIDH1 inhibitor,TrxR1 substrate,LDHA block,USP1-UAF1 inh,PI4K2A block,Vif-A3G inh,Vif-APOBEC3F blk,Glioma ERSR ind
COc1ccccc1-n1c(CNCC2CCCO2)nc2ccccc2c1=O (configuration not stated),3.0%,2%,1%[57.1 µM],-10,5%,3,0%,8%,-3%
COc1ccc(-c2[nH]ncc2CNC(C)Cc2cccc(C)n2)cc1F (configuration not stated),-2.9%,30%,-1%,-6,-8%,4,1%,2%,-3%
COc1ccc(Cn2c(O)c(/C=N/NC(=O)c3ccncc3)c(=O)[nH]c2=O)cc1,0.7%,-16%,-10%,-2,-20%,-1,3%,17%,-4%
COc1cccc(OC)c1C1=NCC(=O)Nc2c1oc1ccc(Br)cc21,8.2%,-2%,-9%,-3,-17%,0,u,-8%,-4%
O=C(NCc1cccnc1)NC1CCCCC1,2.7%,1%,4%,-3,2%,-5,3%,0%,-2%
Cc1cccc([N+](=O)[O-])c1,0.0%,8%,6%,-4,-18%,1,2%,1%,-3%
O=C(Nc1cccc(C(F)(F)F)c1)c1cccn(Cc2ccc3c(c2)OC(F)(F)O3)c1=O,1.5%,3%,-1%,-1,-25%,1,0%,-3%,-5%
CN1CCC(O)(c2cccs2)C(C(=O)c2cccs2)C1 (configuration not stated),2.5%,-6%,1%[11.4 µM],-14,-17%,8,-14%,7%,-13%
CC(C)Sc1nnc(OC(=O)N(C)C)n1-c1ccccc1,5.6%,4%,12%[57.1 µM],-8,-8%,-3,-1%,0%,-3%
CCCCn1c(=O)c(C(=O)Nc2ccccc2N)c(O)c2ccccc21,-0.7%,-4%,-1%,-1,-20%,-4,0%,7%,-3%
COc1ccc(C2=NCc3nnc(C)n3-c3ccc(Cl)cc32)cc1Cl,1.1%,-1%,4%,-14,-1%,-6,6%,-4%,2%
CC(=NCCN1CCOCC1)c1c(O)n(C2CCCCC2)c(=O)[nH]c1=O,0.6%,2%,-11%,-1,-22%,-1,0%,0%,-4%
OCC1(CO)COC(c2cccnc2)N1 (configuration not stated),0.6%,-2%,4%[57.1 µM],9,-5%,-5,0%,4%,-1%
Cc1cc(C)[n+](CCCC[n+]2c(C)cc(C)cc2C)c(C)c1,-0.7%,2%,-1%,-1,-11%,-2,3%,0%,-3%
Cc1ccc(OC(=O)N(C)C[C@H]2OCc3cnnn3CCCC(=O)N([C@@H](C)CO)C[C@H]2C)cc1,x,4%,x,-15,2%,5,1%,-9%,-2%
COc1cccc(N2CCN(Cc3ccc(Cl)cc3)CC2)c1,2.3%,13%,-1%,15,-10%,-2,3%,-11%,-1%
